GPR55 antagonists: GPR55 antagonists blocking LPI-driven arrestin recruitment, primary screen, imaging, U2OS, beta-arrestin-GFP, LPI agonist (AID 2013). G-protein coupled receptor 55 (Homo sapiens). U2OS GPR55 beta-arrestin-GFP translocation imaging, LPI antagonism; higher % means a stronger effect. inhibition, % at 10 µM, or IC50 in µM where a hit was titrated. actives 0.13% (n = 290,000);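 active means spots per cell inhibited over 60%, with over 100 cells counted and total cytoplasm intensity under 500,000; inconclusive means wells with under 100 cells, flagged as likely toxic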;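 further: U2OS cells stably carrying GPR55 and arrestin-GFP stimulated by 5 µM LPI near EC80; imaged beta-arrestin-GFP aggregate spots per cell after agonist stimulation; plate controls were LPI-stimulated DMSO wells for no effect and DMSO wells without LPI for full effect; some results filed as inactive read as strong as hits; confirmed hits need IC50 under 10 µM and bright autofluorescent wells are also inconclusive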
NOD1 inhibition: NOD1 signaling inhibitors, primary screen, cell-based, luminescence, uHTS (AID 1578). NOD1-driven NF-kB luciferase reporter cells, luminescence; higher % means a stronger effect. inhibition, % at 4 µM, or EC50 in µM where a hit was titrated. actives 1% (n = 290,000); in the data active means inhibition mostly above about 36%, no sharp cut-off; inactive means mostly below about 34%;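 further: HEK-293T reporter cells stimulated with the NOD1 agonist gamma-tri-DAP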
GPR55 beta-arrestin: GPR55 agonists via beta-arrestin recruitment, primary screen, imaging, U2OS cells, beta-arrestin-GFP redistribution (AID 1961); actives 0.048% (n = 290,000); U2OS GPR55 beta-arrestin-GFP redistribution imaging; higher % means a stronger effect; activation, % at 10 µM, or EC50 in µM where a hit was titrated; G-protein coupled receptor 55 (Homo sapiens);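 active means activation above 40% with more than 50 cells counted in the well; inconclusive means wells holding fewer than 50 cells, flagged as toxic or sparse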;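 further: U2OS osteosarcoma cells stably expressing GPR55 and beta-arrestin-GFP; plate controls were DMSO negative control for no effect and LPI positive control for full effect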
KOR beta-arrestin-1: KOR agonists, beta-arrestin recruitment, primary screen, cell-based, luminescence, uHTS (AID 1777) | activation, % at 10 µM, or EC50 in µM where a hit was titrated | KOR beta-arrestin recruitment, luminescence; higher % means a stronger effect | actives 0.02% (n = 280,000); in the data active means activation above about 50%, passing the limit was not always enough; further: a part of the inactive calls stands beside numbers as strong as those of hits
KOR beta-arrestin-2: KOR antagonists, beta-arrestin recruitment, cell-based, luminescence, uHTS (AID 1778); KOR beta-arrestin recruitment, luminescence, antagonist mode; higher % means a stronger effect; actives 0.091% (n = 290,000); one-dose inhibition, % at 10 µM; IC50 in µM for titrated hits; Kappa-type opioid receptor (Homo sapiens); further: strong numbers were not always called active
NTR1 ag: agonists of NTR1, primary screen, imaging, U2OS cells, beta-arrestin-GFP, high content (AID 493036) | Neurotensin receptor type 1 (Homo sapiens), P30989 | activation, % at 20 µM | actives 0.17% (n = 330,000) | NTR1-U2OS beta-arrestin-GFP spot imaging, agonist mode;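 active means activation at or above 40% of the spot to cytoplasm intensity ratio, with at least 20 cells analyzed; inconclusive means wells under 20 cells, flagged as cytotoxic or low count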;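 further: 0% = DMSO without peptide and 100% = 100 nM NTR1 peptide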
Target sequence (P30989 whole entry, looked up): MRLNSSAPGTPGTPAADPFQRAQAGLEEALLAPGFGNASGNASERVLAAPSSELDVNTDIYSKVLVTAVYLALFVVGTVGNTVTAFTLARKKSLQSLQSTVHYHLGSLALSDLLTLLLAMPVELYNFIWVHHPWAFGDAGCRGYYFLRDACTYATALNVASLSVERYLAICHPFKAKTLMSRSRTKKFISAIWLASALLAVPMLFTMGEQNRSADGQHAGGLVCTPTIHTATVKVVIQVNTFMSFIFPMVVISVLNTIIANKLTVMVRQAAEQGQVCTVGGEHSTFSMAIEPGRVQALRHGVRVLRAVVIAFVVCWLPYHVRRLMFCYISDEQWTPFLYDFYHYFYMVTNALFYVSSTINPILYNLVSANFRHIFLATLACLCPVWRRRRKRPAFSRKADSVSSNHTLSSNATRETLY
Myeloid diff MLP: induction of myeloid progenitor differentiation, primary screen, cell-based, flow cytometry, MLPCN library. actives 1% (n = 360,000). calls only at 10 µM. ER-HoxA9 myeloid progenitors, lysozyme-GFP differentiation. AID 624256, 2012;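 active means normalized GFP-positive differentiation at or above the plate's own cutoff, the solvent-only control mean plus 3 SD; inconclusive means no clear call, values can overlap the other calls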;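 further: cells exposed to compound for four days before flow analysis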
T cell modulator: modulators of CD8 T cell-vesicle binding, primary screen, mouse 2C CD8+ T cells, flow cytometry; 2C CD8+ T cell-vesicle binding; hits give low values; calls only at 7 µM; actives 0.068% (n = 330,000);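 active means response, share of CD8 T cells binding vesicles, and their 90th percentile fluorescence all below set limits, cut at about 80% in these data, passing the limit was not always enough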
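Assay system – 2C mouse CD8+ T cells · Also added – QL9-loaded Drosophila micro-vesicles · Timing – Cell–vesicle co-incubation 1.5 h at 37 °C, staining 20 min on ice · Signal – flow cytometry of vesicle-bound cells · Measure – percent CD8+ FL2 mean versus row control · Controls – Peptide-free naked vesicles (low) and QL9 vesicles with 0.7% DMSO vehicle (high)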
HEK293 NOD2/NF-kB: NOD2 signaling inhibitors, cell-based, luminescence, uHTS, HEK293 (AID 1566); inhibition, % at 4 µM, or EC50 in µM where a hit was titrated; actives 0.63% (n = 290,000); HEK293 NOD2/NF-kB luciferase reporter, luminescence; higher % means a stronger effect; further: many of its hits are not listed in these tables
T cell modulator vesicle-bound %: further read-out of T cell modulator, marked with its call; double positive events, %; measured here: CD8+ vesicle-bound cell fraction;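 binding gate set so that unloaded-vesicle control wells show 10% double positive cells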
NTR1 ag cell count 20 µM: second read-out of NTR1 ag, no call of its own (marks repeat the call); cell count; measured here: cell count, cytotoxicity flag
Myeloid diff MLP GFP+ MAC1+ %: second read-out of Myeloid diff MLP, no call of its own (marks repeat the call); GFP+ MAC1+ double positive, %; measured here: differentiation confirmed by MAC1 staining
Active calls of the source: *; i = inactive; ? = inconclusive; . = no result given; + = active, no number; [ ] = another dose, or the depositor's remark. Unless noted, no stated cut-off is given here; in the data, active means inhibition above about 50%; inactive means the rest. These rows are one share of the data; rates above refer to the full screens.

Value order: NTR1 ag cell count 20 µM	T cell modulator vesicle-bound %	GPR55 beta-arrestin	HEK293 NOD2/NF-kB	GPR55 antagonists	NOD1 inhibition	T cell modulator	Myeloid diff MLP GFP+ MAC1+ %	KOR beta-arrestin-2	NTR1 ag	Myeloid diff MLP	KOR beta-arrestin-1
[1] O=C(OCc1cc2ccccc2[nH]c1=O)c1cccc([N+](=O)[O-])c1
 : 50	38	-0.1%	12%	14%	0%	i	0.5	-6%	5.6	i	-1.0%
[2] Cc1ccc(C(c2nnnn2C2CCCC2)N2CCN3CCCC3C2)cc1 (stereo unspecified)
 : 98	9	0.0%	17%	10%	8%	i	0.7	19%	-1.6	i	3.1%
[3] Cc1ccc(C2=NS(=O)(=O)N(C)C(C(=O)NCc3ccccn3)=C2)cc1
 : 84	28	0.5%	4%	0%	-24%	i	3.1	27%[20 µM]	0.4	i	-0.3%
[4] CC1(C)Cc2c(sc3nc(-c4cc5ccccc5o4)n(N)c(=O)c23)CO1
 : 73	7	0.0%	-40%	13%	-30%	i	5.1	16%	8.1	i	-2.7%
[5] COc1ccc(CN(C)C(=O)c2ccc(NS(=O)(=O)c3ccc(F)cc3)cc2)c(OC)c1OC
 : 53	62	-0.1%	18%	4%	1%	i	3.6	-5%	1.6	i	-1.3%
[6] CN(Cc1cccc2cnccc12)C(=O)CCc1nnc(CCc2ccccc2)o1
 : 81	42	0.3%	7%	9%	8%	i	0.2	-8%	-0.2	i	-2.7%
[7] O=C(/C=C/c1ccc(OCCCF)cc1)NCc1ccc(Cl)c(Cl)c1
 : 66	48	-0.3%	11%	10%	6%	i	0.9	6%	1.5	i	1.3%
[8] CCOc1ccc(CCNC(=O)C2CC(=O)N(CCc3ccccc3)C2)cc1OCC (stereo unspecified)
 : 64	30	-0.2%	2%	-17%	-13%	i	.	10%	-0.1	?	-2.4%
[9] COC(=O)CN1C(c2ccccc2)=Nc2ccc(Cl)cc2C1c1ccccc1 (stereo unspecified)
 : 91	39	-0.1%	11%	30%	-30%	i	1.5	10%	1.2	i	1.8%
[10] O=C(CSc1n[nH]c(=O)[nH]c1=O)N/N=C/C=C/c1ccccc1
 : 45	26	0.2%	30%	-24%	11%	i	0.6	4%	-0.7	i	-0.6%
[11] O=C(Nc1nc2ccccc2[nH]1)C12CC3CC(CC(C3)C1)C2
 : 35	30	0.6%	-87%	-2%	-59%	i	0.2	7%	2.5	i	-3.1%
[12] O=C(NNC(=O)c1ccc(O)cc1O)c1ccc(-c2ccccc2)cc1
 : 76	64	-0.1%	-29%	1%	26%	i	0.8	-44%[20 µM]	0.4	i	1.3%
[13] CCOC(=O)NC(=O)/C(C#N)=N/Nc1c(F)cccc1F
 : 53	39	0.0%	15%	-19%	-26%	i	0.6	2%	-1.3	i	-3.3%
[14] OCCNC(=S)NCc1ccccc1
 : 47	61	0.4%	-7%	7%	-9%	i	0.1	-18%	-1.5	i	1.4%
[15] CC1(C(=O)O)CCC(C(=O)NC2CCCCCC2)C1(C)C (stereo unspecified)
 : 56	.	1.2%	2%	0%	-11%	.	0.9	3%	-0.8	i	3.0%
[16] Cc1ccc(-c2nn(CC(=O)N3CCOCC3)c(=O)c3ccccc23)cc1S(=O)(=O)N(C)C
 : 63	20	-0.2%	11%	9%	-5%	i	0.4	-6%	0.1	i	-2.8%
[17] O=C(Cn1cnc(S(=O)(=O)N2CCOCC2)c1)Nc1ccc(OC(F)(F)F)cc1
 : 66	9	0.3%	10%	14%	-6%	i	0.9	5%	-0.5	i	-5.1%
[18] N#C/C(=C\c1ccc(-c2ccc(Br)cc2)o1)C(=O)NCCc1c[nH]c2ccccc12
 : 62	18	-0.4%	1%	14%	-18%	i	0.7	9%	-2.0	i	-0.6%
[19] COc1ccc(C2CC(c3ccccc3)=NN2C(=O)COC(=O)c2cccc(S(=O)(=O)N(C)C)c2)cc1 (stereo unspecified)
 : 71	32	-0.4%	-2%	14%	-26%	i	1.4	10%	1.7	i	-3.7%
[20] C/C(=N\NC(=O)c1cc(C)[nH]n1)c1cccs1
 : 41	16	0.0%	-28%	3%	3%	i	0.2	10%	1.4	i	-2.2%
[21] COc1cc(NC(=O)c2ccc([N+](=O)[O-])o2)ccc1NC(=O)c1ccco1
 : 57	9	0.3%	41%	-6%	33%	i	.	18%	1.8	?	0.2%
[22] CCN1C(=O)CSC1=NC12CC3CC(CC(C3)C1)C2
 : 47	.	0.8%	14%	-1%	11%	.	5.3	-13%	4.6	i	-7.8%
[23] CCc1c(C)sc(NC(=O)c2cc(C)on2)c1C#N
 : 55	28	-0.1%	-60%	-7%	-12%	i	0.3	-34%	2.9	i	2.5%
[24] O=C(NCCc1cccs1)C1CC(c2ccc([N+](=O)[O-])cc2)=NO1 (stereo unspecified)
 : 95	18	-0.1%	-95%	-21%	-53%	i	1.9	-19%	10	i	7.7%
[25] O=C1NCCN1Cc1ccc(F)cc1
 : 59	40	0.3%	-3%	1%	-11%	i	7.6	-11%	0.5	i	-3.8%
[26] COC(=O)c1oc2c(c1C)C1(CCC2)SCCS1
 : 52	20	0.2%	16%	6%	-15%	i	0.4	24%	2.2	i	-2.1%
[27] Cc1cccc(-c2nc(N)nc(N)n2)c1
 : 42	48	-0.2%	-17%	-2%	-14%	i	0.6	16%	1.0	i	1.0%
[28] CCN(CC(=O)N1CCN(Cc2ccccc2)CC1)S(=O)(=O)c1ccccc1
 : 37	18	-0.1%	-8%	-4%	-30%	i	1.0	-5%	1.9	i	4.3%
[29] Cc1ccc(S(=O)(=O)Nc2cc(C(F)(F)F)ccc2N2CCOCC2)c(C)c1
 : 42	41	-0.2%	-13%	-1%	-18%	i	0.3	-21%	7.4	i	14%
[30] Cn1c(N)c(C(=O)COC(=O)c2ccco2)c(=O)n(C)c1=O
 : 38	58	-0.2%	20%	-1%	9%	i	8.0*	-3%	-0.4	+	-6.3%
[31] O=C(O)C1CCCN(S(=O)(=O)c2ccc(-c3ccc(=O)[nH]n3)s2)C1 (stereo unspecified)
 : 73	33	-0.1%	3%	-4%	-11%	i	0.5	11%	0.0	i	-3.3%
[32] COc1ccc(NC(=O)CCn2cccc2)c(OC)c1
 : 51	46	-0.6%	4%	6%	-33%	i	0.5	-5%	0.0	i	-5.0%
[33] O=C(O)c1cnc(-c2ccccc2)nc1Sc1ccccc1Cl
 : 84	26	0.1%	-12%	-10%	7%	i	0.6	-19%	1.9	i	-0.8%
[34] CN(C)S(=O)(=O)c1ccc(C(=O)OCc2ccc([N+](=O)[O-])cc2)cc1
 : 25	36	0.6%	-16%	-18%	-34%	i	0.3	-9%	0.5	i	0.6%
[35] O=C(NCc1ccccc1F)C1CCCN(S(=O)(=O)c2ccc(-n3cnnn3)cc2)C1 (stereo unspecified)
 : 49	22	.	6%	1%	-22%	i	0.2	-13%	-0.5	i	-0.3%
[36] O=c1cc(CSc2nnnn2-c2ccccc2)[nH]c2[nH]n(-c3ccccc3)c(=O)c12
 : 53	46	-0.2%	-2%	13%	-18%	i	0.9	0%	-0.2	i	5.2%
[37] COc1ccc(Cl)cc1N1C(=N)SCC1=O
 : 28	34	-0.1%	1%	5%	-24%	i	0.4	-19%[20 µM]	0.5	i	.
[38] CC1CN(S(=O)(=O)c2cccc(C(=O)OC/C(O)=C(\C#N)c3nc4ccccc4[nH]3)c2)CC(C)O1 (stereo unspecified)
 : 41	47	0.1%	6%	6%	5%	i	0.3	5%	3.1	i	-2.9%
[39] Cc1ccccc1OCc1nnc(SCc2cc(=O)[nH]c3ccccc23)o1
 : 57	20	0.1%	-3%	1%	-35%	i	6.0	-31%	1.4	i	-3.9%
[40] COc1ccc(-c2noc(-c3cccs3)n2)cc1OC
 : 59	27	0.0%	-88%	36%	5%	i	0.8	11%	0.9	i	0.8%
[41] COc1ccc(CCN2C(=O)c3ccccc3NC2c2cc(Cl)c(O)c(OC)c2)cc1 (stereo unspecified)
 : 44	47	-0.2%	-48%	-20%	23%	i	.	-35%	-1.1	?	5.9%
[42] Cc1cccnc1NC(=O)/C=C/c1ccc2c(c1)OCO2
 : 52	50	-0.3%	-119%	-3%	-22%	i	2.3	3%	1.4	i	-4.0%
[43] CCOC(=O)c1c(NC(=S)Nc2ccccc2)sc2c1CCN(CCc1ccccc1)C2
 : .	53	0.3%	18%	10%	0%	i	.	-39%	.	.	2.2%
[44] CS(=O)(=O)N1CCN=C1SCc1ccc(F)cc1
 : 47	21	-0.2%	0%	10%	-3%	i	0.6	10%	0.5	i	-1.9%
[45] O=C(N/N=C(\Cc1ncc[nH]1)c1ccccc1)c1cccnc1
 : 68	10	0.1%	-7%	-2%	8%	i	0.6	4%	0.2	i	6.0%
[46] CC1(C)Cc2c(c(N3CCOCC3)nc3sc(C(=O)Nc4ccc(Cl)cc4)c(N)c23)CO1
 : 70	19	0.0%	-17%	-2%	-35%	i	0.8	-14%	0.2	i	1.4%
[47] Cc1cc(S(=O)(=O)NCc2ccccc2)ccc1OCC(=O)NCC1CCCO1 (stereo unspecified)
 : 44	38	-0.1%	18%	5%	-13%	i	0.2	-53%[20 µM]	-0.3	i	-4.0%
[48] Cc1cc(C)n(CC(=O)NNC(=O)C2CC(=O)N(Cc3ccccc3Cl)C2)n1 (stereo unspecified)
 : 64	32	-0.1%	2%	-4%	-10%	i	2.7	-12%	0.8	i	1.1%
[49] Cc1ccc(C(=O)C[n+]2cc(-c3ccc(C)cc3)n3c2CCCCC3)cc1
 : 62	6	0.3%	44%	-15%	14%	i	0.6	-36%	3.3	i	1.7%
[50] COCC(C)N1CCC(Oc2ccc(C(=O)N3CCCC3)cc2)CC1 (stereo unspecified)
 : 46	63	-0.1%	-2%	10%	-29%	i	0.6	-1%	-0.3	i	-2.8%
[51] COc1ccc(CCn2c(-c3ccccc3)nc3c(c(=O)c4ccccc4n3C)c2=O)cc1
 : 63	24	-0.2%	20%	8%	-20%	i	.	-2%	4.2	.	7.8%

Compound activity as filed in PubChem.
